D1 antagonist – human D1 dopamine receptor antagonism; P21728; HEK293 TREx D1 cells, calcium flux, dopamine EC80; active compounds read low; activity change, negative = inhibition, % at 10 µM; hit rate 3.2% among 360,000; in the data active means activity change below about -30%; further: on the % scale 0 is the no-effect control and ±100 the full control effect
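Allosteric or orthosteric antagonism assessed as attenuation of the calcium response to EC80 dopamine, added 180 s after compound, in induced HEK293 Trex D1 cells loaded with no-wash calcium dye.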
D2 PAM – D2 dopamine receptor (human) potentiation | potentiation, % at 10 µM | hit rate 0.34% among 340,000 | HEK293 T-REx D2, calcium flux, EC20 dopamine potentiation | P14416 | AID 485347;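 active means potentiation over 3 SD above the plate norm, cut at about 30% in these data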; further: 0% is about no effect
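Potentiation of an EC20 dopamine calcium response is measured in a force-coupled, tetracycline-inducible Hek293 Trex D2 line. Compound-only kinetic reads over 180 s flag agonists before dopamine addition.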
TRHR agonist – agonists of human TRH receptor; P34981; TRHR cells, calcium flux fluo-8, FDSS agonist mode; activation, % at 2 µM; hit rate 0.18% among 360,000; AID 493084; in the data active means activation above about 30%; further: 0% is about no effect
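Fluo-8-loaded TRHR cells; 10 s baseline, compound added, kinetic Ca2+ fluorescence read 1/s, agonist mode.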
TRHR PAM – allosteric enhancers of human TRH receptor; P34981; TRHR cells, fluo-8 calcium fluorescence, EC20 TRH enhancement; enhancement, % at 2 µM; hit rate 0.66% among 360,000; AID 493056; in the data active means enhancement above about 30%; further: 0% is about no effect
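TRHR-expressing cells loaded with fluo-8 calcium dye were read kinetically (ex 480/em 530) during compound addition, then stimulated with an EC20 of TRH (10 nM final). Enhancement of the Gq-mediated intracellular calcium response was scored.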
D1 PAM – potentiators of human D1 dopamine receptor | hit rate 0.036% among 360,000 | P21728 | potentiation, % at 10 µM | HEK293 TREx D1 cells, calcium flux, dopamine EC20 potentiation | AID 504651; in the data active means potentiation above about 30%; further: 0% is about no effect
D1 agonist – activates the human D1 dopamine receptor. HEK293 T-REx D1 cells, calcium flux, agonist mode. activation, % at 2 µM. hit rate 1% among 360,000. AID 504660; in the data active means activation above about 30%; further: 0% is about no effect
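Tetracycline-induced HEK293 TREx D1 cells, force-coupled to calcium signalling, were dye-loaded with a no-wash calcium kit. Compound was pin-added after a 10 s baseline. Fluorescence was read kinetically at 1 cycle/s for 180 s, with calcium rises flagged as agonism.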
RXFP1 antagonist – blocks the human relaxin receptor RXFP1 | activity change, negative = inhibition, % at 57.5 µM | hit rate 0.59% among 350,000 | HEK293-RXFP1, relaxin-stimulated cAMP HTRF, 30 min; active compounds read low | Q9HBX9;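 active means activity change of -60% or lower, but not beyond a set lower limit; inconclusive means change between -60% and -40%, or beyond the set limit; inactive means change above -40%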; further: on the % scale 0 is the no-effect control and ±100 the full control effect
Target sequence (Q9HBX9 whole entry, looked up): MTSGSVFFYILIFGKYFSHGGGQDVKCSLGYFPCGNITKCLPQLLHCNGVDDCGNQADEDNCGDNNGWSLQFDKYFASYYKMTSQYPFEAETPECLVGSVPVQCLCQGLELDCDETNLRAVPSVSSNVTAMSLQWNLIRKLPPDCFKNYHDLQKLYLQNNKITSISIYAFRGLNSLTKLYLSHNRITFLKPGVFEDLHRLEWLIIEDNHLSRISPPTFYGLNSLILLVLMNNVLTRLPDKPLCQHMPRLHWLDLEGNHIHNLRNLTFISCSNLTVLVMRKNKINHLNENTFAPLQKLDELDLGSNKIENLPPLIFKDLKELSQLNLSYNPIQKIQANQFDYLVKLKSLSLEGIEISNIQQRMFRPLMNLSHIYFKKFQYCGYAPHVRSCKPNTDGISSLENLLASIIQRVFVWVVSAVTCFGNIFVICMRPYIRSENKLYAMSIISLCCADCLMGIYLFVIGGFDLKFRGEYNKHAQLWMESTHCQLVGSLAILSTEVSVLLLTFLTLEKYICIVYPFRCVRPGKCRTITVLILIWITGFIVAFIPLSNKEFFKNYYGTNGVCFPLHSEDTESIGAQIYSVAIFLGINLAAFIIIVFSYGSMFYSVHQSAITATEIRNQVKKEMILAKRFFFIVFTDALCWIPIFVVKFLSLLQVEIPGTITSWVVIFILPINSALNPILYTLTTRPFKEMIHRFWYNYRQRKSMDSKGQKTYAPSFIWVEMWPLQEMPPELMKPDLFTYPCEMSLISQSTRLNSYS
Anesthetic bind – candidate novel general anesthetic via apoferritin binding; Potency, µM (titrated, usually from 77.5 µM), for the others: at the highest dose activity change, negative = displacement, actives largely listed as inhibitors; apoferritin/1-aminoanthracene competitive binding, fluorescence; P02791; hit rate 0.074% among 350,000; further: potency means the concentration at half of the fitted maximal effect; on the % scale 0 is the no-effect control and ±100 the full control effect; nearly all actives have a fitted effect of over 20% in size
Target sequence (P02791 2-175 limits assumed): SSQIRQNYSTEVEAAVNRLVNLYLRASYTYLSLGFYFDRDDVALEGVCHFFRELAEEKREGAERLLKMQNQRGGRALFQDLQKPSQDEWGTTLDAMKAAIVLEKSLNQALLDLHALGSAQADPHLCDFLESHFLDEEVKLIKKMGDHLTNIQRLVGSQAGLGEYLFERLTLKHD
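Steps: apoferritin (10 uM) was premixed with half-saturated 1-AMA in PBS, compounds were pin-transferred, plates stood 10 min at room temperature, fluorescence was read at 380/535 nm, and curves were fitted with a Hill equation.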
RXFP1 ag – RXFP1 (human) receptor agonism; HEK293T-RXFP1 cAMP TR-FRET, 30 min; response scale: percent of porcine relaxin response, buffer zero; Q9HBX9; Potency, µM (top dose mostly 57.5 µM), without a hit: at the top dose activation, most hits filed as activators; hit rate 0.3% among 370,000; further: potency means the concentration at half of the fitted maximal effect; on the % scale 0 is the no-effect control and ±100 the full control effect; nearly all actives have a fitted effect of over 60% in size; many of its hits are not listed in these tables
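HEK293 cells stably expressing RXFP1, treated 30 min at 37C with compounds plus PDE4 inhibitor Ro 20174; cAMP measured by HTRF TR-FRET. Normalized to buffer and 29 nM porcine relaxin; EC50 by Hill fit.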
Numbers without * were called inactive; ? = inconclusive; · = not tested or not shown; & = joins results of further samples; [ ] = another dose, or the depositor's remark. Unless noted, the call rests on the fitted dose curve; in most records, active means well fitted curve in the direction sought with a large enough effect; inconclusive means small, poorly fitted or top-dose-only effect, or another doubt; inactive means no such curve, though single readings can be large; an effect the other way counts as inactive or inconclusive. A portion of the library (hit frequency here may not be typical).

Each structure is followed by: RXFP1 ag	TRHR agonist	Anesthetic bind	RXFP1 antagonist	D1 agonist	TRHR PAM	D1 antagonist	D1 PAM	D2 PAM
COc1ccc(C(CC(=O)Nc2ccccn2)N2Cc3ccccc3C2=O)cc1OC (centres undefined)
    1.5%&0.2%	-0.1&0.1	-4%&5%	4	3&0	10&2	4&8	4&1	-1&5
N#Cc1ccc(CSc2nnc(-c3cnccn3)o2)cc1
    5.0%	-0.5	-11%	-3	-3	-4	11	-6	7
C=CCn1c(=NC(=O)c2cc(-c3cccs3)nc3ccccc23)sc2cc(S(N)(=O)=O)ccc21
    2.1%	0.3	2%	-12	5	2	25	-5	14
Cc1nc(C(N)=O)c(N)n1CCc1ccccc1
    0.8%	-0.6	8%	4	5	0	5	0	2
O=C(Nc1ccc2c(c1)C(=O)NC2=O)c1ccc(Cl)s1
    ?	0.9	-2%	·	1	-2	7	-4	1
COC(=O)CSc1nnc(NC(=O)c2ccc3c(c2)OCO3)s1
    5.4%	0.0	-4%	7	4	7	2	-1	3
O=C(NCCNC1CCC(c2ccccc2)CC1)c1cccs1 (centres undefined)
    -0.7%	0.3	-14%	-19	13	-2	4	-3	-11
CCOCCCNC(=O)c1ccc(-n2c(-c3ccccc3)cc3c2CCCC3)cc1
    0.6%	0.3	18%	-20	1	0	5	-4	9
CC1CCC2(CC1)NC(=O)N(NC(=O)C1CCN(C(=O)c3ccc(Cl)cc3)CC1)C2=O (centres undefined)
    0.4%	0.1	·	-22	0	-2	4	-14	4
Cc1ccc(N(CC(=O)NC2CCCC2)C(=O)c2c(C)noc2C)cc1C
    1.2%	0.0	-14%	1	-1	10	14	-5	-6
Cc1ccc(Cn2cc(C(=O)c3ccc4c(c3)OCO4)c(=O)c3cc(C)ccc32)cc1
    4.7%	0.3	-22%	-22	0	8	-15	-1	-5
CCCCC(=O)Nc1cc([N+](=O)[O-])ccc1F
    -1.7%	-0.2	?	3	-1	1	8	0	9
CCOc1cc(CNc2ccccc2)cc(Br)c1OCc1ccccc1F
    0.5%	-0.7	52%[activator]	-9	-2	2	14	4	-11
CO/N=C/c1cccn1-c1nccc(N(C)C)c1C#N
    -1.3%	-0.2	-1%	-1	2	-4	3	1	-2
CCCNC(=O)C(NS(=O)(=O)c1cccc2nsnc12)c1ccccc1 (centres undefined)
    0.9%	-1.0	-16%	-4	1	0	-2	-4	2
COc1cccc(CNC(=O)c2cc3cc(C)ccc3n2C)c1
    11%	-0.1	37%[activator]	3	1	-5	-14	-2	14
CCn1c(=O)c(C(=O)NCCCO)c(O)c2ccccc21
    10%	0.3	-16%	-6	0	-1	-1	-4	15
Cc1cc(C)c(C(N)=O)c(Cl)n1
    0.3%	0.2	-1%	1	6	0	-4	0	-1
O=C(CN1C(=O)COc2ccccc21)NNC(=O)Nc1ccccc1F
    1.3%	0.8	-2%	-8	2	7	5	10	-1
COCC(C)NC(=O)COc1ccc(Cl)cc1Cl (centres undefined)
    -0.4%	0.0	-5%	1	-1	-3	-2	3	-1
Cc1cc(C(=O)Nc2ccc(C(C)C)cc2)c2c(C)nn(-c3ccccc3)c2n1
    4.3%	-0.9	40%[activator]	·	5	0	0	2	0
Cc1ccccc1C1N(c2nccs2)C(=O)C2CCCN21 (centres undefined)
    -1.3%	0.2	-6%	5	0	4	4	-2	-2
COc1ccc(-c2nnn(CC(=O)N(Cc3ccco3)C(C(=O)NCC3CCCO3)c3ccco3)n2)cc1 (centres undefined)
    0.2%	-0.1	5%	8	0	0	4	-5	3
Cc1cccc(C(C)C)c1NC(=O)CN1C(=O)NC2(CCc3ccccc32)C1=O (centres undefined)
    1.9%	-0.4	·	-9	6	-1	0	0	-11
Cc1nnc(NCc2ccco2)c2ccccc12
    2.1%	-0.4	-13%	5	0	1	-11	0	·
Cc1ccc(Sc2c([N+](=O)[O-])ncn2C)cc1
    2.1%	0.2	?	3	5	1	-13	-6	-1
CCNc1nc(NC(C)C)nc(OCCOC(=O)c2ccccc2)n1
    -0.1%	-0.8	-11%	5	-1	-4	-14	-4	15
Cc1ccc(OCCn2cc(/C=C/C(=O)O)c3ccccc32)cc1
    2.4%	-0.6	-5%	-29	1	-4	12	-6	5
C=CCOc1c(Br)cc(/C=N\n2nnnc2N)cc1OC
    0.6%	-0.2	0%	2	0	11	5	-7	-4
Cc1sc2nc(CSC(C)C(=O)Nc3ccc(C(N)=O)cc3)[nH]c(=O)c2c1C (centres undefined)
    2.5%	2.0	·	-7	4	-1	-7	-7	-4
CCN1CCc2c(sc(NC(=O)c3ccc(S(=O)(=O)N4CC(C)OC(C)C4)cc3)c2C(N)=O)C1 (centres undefined)
    -0.4%	0.6	-8%	5	3	12	3	-6	0
CCc1ccc(-c2cc(C(F)(F)F)n3nc(C(=O)Nc4cnn(Cc5ccc(C)cc5)c4)cc3n2)s1
    3.5%	0.7	6%	-4	6	2	10	5	8
COc1cccc(C(=O)NCC(=O)OCc2cc(=O)n3c(C)csc3n2)c1
    ?	-0.1	6%	·	0	34*	2	-5	-11
Cc1ccnc2c(N3C(=O)C4C5C=CC(C5)C4C3=O)cccc12 (centres undefined)
    -0.6%	0.3	?	-2	0	-5	16	-2	9
Cc1cccc(C(=O)N2CCCC(c3nc(-c4ccc(F)cc4)no3)C2)c1 (centres undefined)
    0.6%	-1.7	?	-13	6	-7	-25	-3	6
CCC(=O)NNc1ncnc2c1cnn2-c1ccccc1
    6.6%	-2.0	-3%	-8	5	1	11	-7	-1
COC(=O)c1sc(N)c(C(=O)OC)c1COC(=O)CNS(=O)(=O)c1cccc(C#N)c1
    -0.3%	0.2	1%	4	1	9	-33*	6	0
O=C(NCCc1ccc(Cl)cc1)C1COc2ccccc2O1 (centres undefined)
    0.7%	0.0	3%	-10	0	0	9	0	4
O=C(O)c1cccc(-n2cccc2/C=C2/NC(=O)N(c3ccc(Cl)cc3)C2=O)c1
    -0.8%	0.1	-8%	-36	2	7	-12	0	4
CCOc1c(C)cnc2c1c(=O)n(Cc1ccccc1F)c(=O)n2C
    -3.5%	-0.2	-20%	-21	5	11	-10	3	-7
Cc1ccc(NC(=O)n2ncc3c(C)cccc32)c(C)c1
    4.5%&1.2%	-2.3&0.6	9%&-6%	-3&6	6&3	9&-2	-4&11	0&-4	3&24
COc1cccc(C2c3c(oc4ccc(C)cc4c3=O)C(=O)N2CCCN2CCOCC2)c1OC (centres undefined)
    0.4%	0.5	-17%	-5	-1	5	·	1	-5
COc1ccccc1NC(=O)c1ccc(NC(=O)COC(=O)C2CCCO2)cc1 (centres undefined)
    0.7%	-0.4	-4%	-3	2	-1	-11	-2	10
COC(=O)c1cccc(NC(=O)C(C)(C)C)c1
    -0.2%	0.7	-7%	5	0	-3	-28	-1	-2
COc1cc2ccccc2cc1C(=O)Nc1cccnc1
    0.8%	-0.2	4%	8	0	-3	5	-4	9
COCc1nnc(NC(=O)c2ccc(S(=O)(=O)N3CCCc4ccccc43)cc2)o1
    0.4%	-0.7	-8%	-7	2	-9	-25	-2	-3
CCCCN(CC(=O)NCc1ccc(Cl)cc1)S(=O)(=O)c1ccc2c(c1)OCCO2
    -0.2%	0.4	-3%	3	11	-3	-14	0	-9
Clc1ccccc1CNCc1ccncc1
    1.1%	-1.5	-2%	1	8	-3	3	0	-7
O=C(CNC(=O)C1COc2ccccc2O1)N/N=C\c1ccc(Br)cc1 (centres undefined)
    -2.2%	-0.1	-61%	-6	0	4	2	-2	16
O=C(N/C=C\c1ccccc1)NCc1ccc(Cl)cc1Cl
    -1.6%	0.1	?	-9	6	1	1	0	·

Further results follow:
Each structure is followed by: RXFP1 ag	TRHR agonist	Anesthetic bind	RXFP1 antagonist	D1 agonist	TRHR PAM	D1 antagonist	D1 PAM	D2 PAM
Cc1ccc(S(=O)(=O)N2CCCCC2)cc1NC(=O)COC(=O)c1ccc(O)cc1
    0.5%	-0.1	-5%	-10	5	6	-16	-6	2
Cc1cc(NS(=O)(=O)c2ccc(NC(=O)C(C)N3C(=O)c4ccccc4C3=O)cc2)nc(C)n1 (centres undefined)
    1.3%	0.0	-3%	-5	3	6	-2	-6	13
C#CCOCCOCCOCCNc1nc(N2CCN(C(=O)[C@H]([C@@H](C)O)n3cc(CCCCN)nn3)CC2)nc(N2CCN(C(=O)[C@H](CCCCN)n3cc(CCC(=O)O)nn3)CC2)n1
    -1.2%	-0.1	·	·	3	-1	-23	-1	-5
O=C(NN1CCOCC1)c1ccc(Cl)c(Cl)c1
    11%	0.5	0%	7	-1	-5	-3	-8	3
Cc1ccc(CNC(=O)c2cc(=O)c3ccc(C)cc3o2)cc1
    3.6%	-0.4	9%	-6	5	-3	-2	-2	-7
O=C(CN1C2=NCCCN2c2ccccc21)c1ccc(Br)s1
    -0.4%	1.2	-18%	-1	14	1	-6	-2	-23
O=C(CCl)N=c1sccn1Cc1ccccc1Cl
    -0.6%	-1.2	-15%	-14	3	-3	-3	-1	0
CCOC(=O)c1c(C)[nH]c(C(=O)NCCN2CCOCC2)c1C
    1.8%	0.5	-2%	-5	1	16	3	3	-7
O=C(Nc1ccc(C(=O)O)cc1)Nc1ccc([N+](=O)[O-])cc1
    0.9%	0.4	-8%	-7	6	2	7	-3	-5
NS(=O)(=O)c1ccc(N=Cc2c(O)c3ccccc3oc2=O)cc1
    5.1%	0.5	-3%	-19	1	0	-2	4	12

2 compounds from above, showing only D1 antagonist and Anesthetic bind.
molecule | D1 antagonist | Anesthetic bind
O=C(CN1C2=NCCCN2c2ccccc21)c1ccc(Br)s1 | -6 | -18%
O=C(CCl)N=c1sccn1Cc1ccccc1Cl | -3 | -15%

Following part
Each structure is followed by: RXFP1 ag	TRHR agonist	Anesthetic bind	RXFP1 antagonist	D1 agonist	TRHR PAM	D1 antagonist	D1 PAM	D2 PAM
Cc1ocnc1C(=O)Nc1ccc(Cl)cc1
    0.6%	-0.2	-9%	3	0	11	-15	-1	11
Cc1cc(SCc2ccccc2Cl)nc(=O)[nH]1
    -1.3%	0.3	?	-4	1	13	11	-1	-1
Cc1ccc2c(c1)N(Cc1cccc(F)c1)C(=O)C(C)O2 (centres undefined)
    -2.9%	-1.5	?	-34	8	-2	8	0	2
C/C(=N\NC(=O)c1ccc(C)cc1C)c1ccc2c(c1)OCO2
    2.9%	0.1	2%	-13	1	1	1	6	-3
CCOc1ccc(Nc2nc(N)c([N+](=O)[O-])c(NCc3ccccc3)n2)cc1
    -0.3%	0.2	?	-17	1	5	-3	-4	14

Screening data (PubChem BioAssay)
